SRC2 TRFRET art: TR-FRET signal artefacts, primary screen, artefact control for PPARgamma SRC-2 agonist project, biochemical | TR-FRET artefact counter-screen; stronger effect = higher value | TR-FRET ratio at 8 µM | actives 0.4% (n = 200,000); in the data active means TR-FRET ratio above about 2000; further: inactives centre near 1500
RAM inhibit: inhibitors of the yeast RAM network, primary screen, dse1pr::URA3 reporter, 5-FOA selection. S. cerevisiae dse1pr::URA3 reporter, 5-FOA growth OD615, 2 d; analog-sensitive cbk1-as2 kinase mutant strain. AID 868, 2007. actives 1.8% (n = 190,000). inhibition, % at 50 µM;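 active means inhibition above a set limit, 3 SD over mean compound inhibition, cut at about 8.4% in these data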;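 further: 0% = DMSO-only wells with no growth and 100% = 10 µM 1-NA-PP1 full growth; inhibition rescues growth on 5-FOA so higher OD means more RAM inhibition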
PPARg SRC-3 ag: PPARgamma agonists recruiting SRC-3 coactivator, primary screen, biochemical; Peroxisome proliferator-activated receptor gamma (Homo sapiens), P37231; biochemical PPARgamma/SRC-3 coactivator recruitment assay; activation, % at 8 µM; actives 0.26% (n = 200,000); in the data active means activation above about 23%;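 further: 0% = DMSO and 100% = reference agonist; some compounds past the cut are filed as inactive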
Redox H2O2 prof: compounds producing H2O2 with reducing agent – biochemical, NIH compound library profiling, artefact control for MLSCN library redox annotation, primary screen; DTT-dependent redox cycling H2O2, phenol red/HRP absorbance; 100% = 100 µM peroxide control, 0% = buffer; activation, % at 10 µM; actives 0.03% (n = 200,000); AID 878, 2007;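 active means activation of at least 50% relative to the plate's high and low controls in the primary single-dose screen; inactive means activation below 50%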;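 further: compound incubated with DTT at 0.8 mM final as the reducing agent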
S1P3 antag: S1P3 receptor antagonists, primary screen, cell-based. AID 485, 2006. actives 0.27% (n = 170,000). Sphingosine 1-phosphate receptor 3 (Homo sapiens), Q99500. CHO S1P3 NFAT-BLA reporter, FRET fluorescence, antagonist mode. inhibition, % at 4.98 µM;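 active means inhibition above the plate cutoff, the mean inhibition of test wells on that plate plus 3 SD, cut at about 28% in these data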;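 further: cells challenged with S1P at its EC80 of 0.8 µM; blue over green emission ratio from cleaved BLA substrate after 4 h stimulation; 0% = S1P-stimulated wells and 100% = unstimulated DMSO-only wells; some compounds past the cut are filed as inactive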
Target sequence (Q99500 whole entry, looked up): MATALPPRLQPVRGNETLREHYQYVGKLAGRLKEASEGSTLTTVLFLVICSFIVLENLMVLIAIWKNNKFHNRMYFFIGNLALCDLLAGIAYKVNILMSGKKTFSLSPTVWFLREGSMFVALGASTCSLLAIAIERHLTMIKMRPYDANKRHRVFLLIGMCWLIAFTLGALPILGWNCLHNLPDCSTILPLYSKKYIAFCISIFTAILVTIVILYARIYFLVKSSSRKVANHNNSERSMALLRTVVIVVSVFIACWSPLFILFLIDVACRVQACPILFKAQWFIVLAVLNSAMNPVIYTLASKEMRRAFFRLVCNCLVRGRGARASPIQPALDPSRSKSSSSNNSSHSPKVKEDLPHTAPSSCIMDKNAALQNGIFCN
bIAP inh: bovine intestinal alkaline phosphatase inhibitors, primary screen, selectivity assay for TNAP inhibitor project, biochemical, bovine IAP, CDP-star luminescence; purified bovine IAP, 30 min; inhibition, % at 20 µM; 190,000 tested, under 10 active; AID 1019, 2008;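 active means over 50% inhibition of intestinal alkaline phosphatase at 20 µM in the single-dose screen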
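System: Purified bovine intestinal alkaline phosphatase (IAP) enzyme | Input: IAP diluted 1/65,000,000 in the well | Also added: CDP-star chemiluminescent phosphatase substrate, 30 µM final | Dosing: 20 µM single dose | Times: Enzyme reaction for 30 min at room temperature | Detection: Luminescence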
Lmaj promast: Leishmania major promastigote growth inhibition, primary screen | Leishmania major promastigotes, resazurin fluorescence viability | inhibition, % at 10 µM | AID 1063, 2008 | actives 9% (n = 200,000); in the data active means inhibition above about 50%;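 further: promastigotes grown with compound for 44 hours at 28 °C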
ROMK mod: ROMK potassium channel modulators, primary screen, cell-based, thallium flux, MLSMR library; B-score at 10 µM; actives 2% (n = 130,000); Tet-inducible ROMK, thallium flux fluorescence; actives lie on both sides; AID 1918, 2009;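 active means signal ratio slope over the read window, or its plate-corrected B-score, at least 3 SD from the plate mean, either direction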;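 further: B-score of the F/F0 ratio slope over 7 to 12 s after thallium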
Target sequence (P48048 whole entry, looked up): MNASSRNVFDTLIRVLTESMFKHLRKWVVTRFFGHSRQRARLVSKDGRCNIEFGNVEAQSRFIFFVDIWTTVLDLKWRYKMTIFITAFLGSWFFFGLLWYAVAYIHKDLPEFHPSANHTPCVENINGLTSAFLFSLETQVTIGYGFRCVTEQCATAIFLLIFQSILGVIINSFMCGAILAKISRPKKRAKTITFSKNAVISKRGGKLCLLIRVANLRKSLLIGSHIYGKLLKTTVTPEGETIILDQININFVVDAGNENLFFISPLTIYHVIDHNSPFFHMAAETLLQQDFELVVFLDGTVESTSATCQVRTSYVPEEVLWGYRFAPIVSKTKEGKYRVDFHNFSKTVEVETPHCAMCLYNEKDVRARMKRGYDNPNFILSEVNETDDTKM
PPARg SRC1 recr: PPARgamma agonists recruiting SRC-1 coactivator, primary screen, biochemical; PPARgamma-SRC-1 coactivator recruitment biochemical assay; activation, % at 8 µM; actives 0.41% (n = 200,000); AID 631, 2007; in the data active means activation above about 19%;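 further: 0% = DMSO and 100% = reference agonist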
PPARg SRC2 recr: agonists of PPARg-SRC-2 recruitment, primary screen, biochemical, HTS; Peroxisome proliferator-activated receptor gamma (Homo sapiens), P37231; PPARgamma LBD-SRC-2 recruitment; activation, % at 8 µM; actives 0.34% (n = 200,000); AID 1032, 2008; in the data active means activation above about 22%;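 further: 0% = vehicle and 100% = reference agonist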
Efa HMGR inh: inhibitors of E. faecalis class II HMGR, primary screen, biochemical, Enterococcus faecalis; purified E. faecalis HMGR, NADPH absorbance 340 nm kinetic; inhibition, % at 10 µM; actives 0.41% (n = 190,000); AID 1066, 2008;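 active means inhibition above a set limit, the median over all tested compounds plus 3 SD, cut at about 9.5% in these data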;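 further: enzyme runs in reverse so mevalonate oxidation gives rising NADPH absorbance; 0% = complete reaction with DMSO and 100% = background rate lacking mevalonate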
The depositor's hits bear a star; / = no result given.

Each structure is followed by: SRC2 TRFRET art, RAM inhibit, PPARg SRC-3 ag, Redox H2O2 prof, S1P3 antag, bIAP inh, Lmaj promast, ROMK mod, PPARg SRC1 recr, PPARg SRC2 recr, Efa HMGR inh
- CC(C)c1ccc(-n2cnn(-c3ncccc3[N+](=O)[O-])c2=O)cc1
→ 1549, 1.9, 2, -0.9, -19, -13, -4, 0.66, -1, -2, 3
- Cn1c(=O)n(C)c2cc(NC(=O)c3cc4ccccc4o3)ccc21
→ 1514, 0.6, 1, -3.8, 28, 5, 10, 0.64, 0, 6, -4
- O=C(Nc1cccnc1)c1ccc(Cl)c(S(=O)(=O)N2CCc3ccccc32)c1
→ 1433, 0.9, -7, -0.7, -10, 0, 59*, -3.8*, 2, -5, -4
- Cc1noc(C)c1COc1ccc(C(=O)OCC(=O)Nc2ccc3ccccc3c2)cc1
→ 1736, 1.9, 13, -1.8, /, 10, -2, /, 5, 14, -4
- CC(C)COc1ccc(/C=C2/Sc3ccccc3C2=O)cc1
→ 1592, 21*, -4, -0.2, /, 15, -4, /, 5, 1, -2
- CCOc1ccc(OCCSc2nc3ccccc3c(=O)[nH]2)cc1
→ 1300, 5.0, -4, 0.1, /, 1, 4, -0.96, 4, 1, 1
- Cc1nnc(N/N=C/c2c(Cl)cccc2Cl)n1N
→ 1328, 2.2, 1, -0.9, -19, 6, 14, 0.079, -6, -6, -2
- N#CCCN(C(=O)COc1ccc(F)cc1Br)c1ccccc1F
→ 1617, 0.8, -1, 1.0, -14, 0, 14, -1.5, -3, 0, -3
- CC1(Cc2ccc3c(c2)OCO3)NC(=O)NC1=O (centres undefined)
→ 1453, 2.2, 5, 0.6, -1, 1, -2, -1, 5, 5, -5
- O=C(CCC(=O)NC1CC1)Nc1nnc(C2CCCCC2)s1
→ 1578, 1.6, 8, -0.3, -4, 7, -6, 0.22, 4, 2, 4
- CCN(c1cccc(C)c1)S(=O)(=O)c1c(C)[nH]c(=O)[nH]c1=O
→ 1430, 2.5, 3, 0.2, /, 16, 6, 1.3, -2, -1, -2
- O=c1c2cc(Cl)ccc2nc(-c2ccc([N+](=O)[O-])cc2)n1O
→ 1501, -0.9, -4, -0.1, -7, -2, -12, 3.5*, -11, -9, -3
- CN(C)CCNC(=O)NC(=O)c1ccc(Cl)cc1
→ 1312, 0.0, -1, -0.1, -16, 4, 5, 0.19, 5, -2, -5
- CCCCCCCC(=O)OC(CN1CCCCC1)CN1CCCC1=O (centres undefined)
→ 1451, -0.4, 5, -0.2, /, -4, -8, 0.25, 6, 10, -7
- Clc1ccc(Oc2ncnc3oc(-c4ccccc4)cc23)cc1
→ 1438, 4.6, 2, -2.2, /, 34, -4, /, -2, -7, -1
- COc1cccc(Nc2ncnc3c2cnn3-c2cccc(C)c2)c1
→ 1653, 8.1, 1, 0.8, 36, 3, 8, 0.38, 9, 6, 1
- Cc1ccc(-c2nn3c(C)nnc3c3ccccc23)cc1S(=O)(=O)NCCN1CCOCC1
→ 1479, 2.5, -12, 1.3, /, -4, 27, /, 0, -6, -1
- Cc1ccc(S(=O)(=O)N2CCN(c3ccc([N+](=O)[O-])c(NCCN4CCOCC4)c3)CC2)cc1
→ 1559, 0.9, 6, 0.5, -1, 2, 9, /, 7, 12, -5
- O=C(CCN1C(=O)C2C3C=CC(C3)C2C1=O)Nc1nccs1 (centres undefined)
→ 1687, 1.2, 3, -4.0, -1, 6, -4, -0.2, -2, -2, -3
- COc1ccc(N2CCN(c3nc4ccccc4n3CC(=O)c3ccccc3)CC2)cc1
→ 1502, 0.2, -6, -1.4, /, 10, 43, /, -3, 3, 2
- CCC1Oc2ccc(C)cc2N(CC(=O)NCCN2CCCCCC2)C1=O (centres undefined)
→ 1364, -0.1, 3, 2.8, 7, 2, 1, -0.62, 0, 2, 0
- CCC(=O)N1CCN(c2ccc(NC(=O)c3cccs3)cc2)CC1
→ 1547, 2.1, 7, 2.4, /, 4, -6, /, 11, 6, -4
- CCN1C(=O)Cc2cc(S(=O)(=O)N3CCOCC3)ccc21
→ 1491, -0.3, -4, 2.2, -21, -3, -5, /, 0, -2, -4
- COC(=O)/C=c1/s/c(=C(/C#N)C(=O)N2CCCCC2)n(-c2ccccc2)c1=O
→ 1690, 2.0, -3, 0.6, -11, 30, -4, -3.2*, 5, 5, -1
- Cc1ccc2cc(CNC(C)(C)C)c(=O)[nH]c2c1
→ 1619, -0.3, 9, -0.7, /, 15, 3, -0.52, 4, 12, -8
- Cc1ccccc1-n1c(C)nnc1SCC(=O)N(C)C1CCS(=O)(=O)C1 (centres undefined)
→ 1670, 0.1, -2, 0.1, -9, -49, -4, -0.094, 2, 8, 1
- CCc1ccc(NC(=O)CC2C(=O)N(c3ccc(C)cc3)C(=O)N2CCc2ccncc2)cc1 (centres undefined)
→ 1662, -0.6, 2, -0.4, -9, -18, 51*, -0.52, 1, 3, 3
- CN(C)/C=C(\C#N)C(=O)N/N=C/c1ccccc1
→ 1725, 1.4, 0, -0.3, -10, -14, -5, 0.47, 5, 10, 0
- O=C(Nc1ccc(N2CCN(C(=O)c3ccc(Cl)cc3)CC2)cc1)c1ccc2c(c1)OCCO2
→ 1608, 5.8, 13, 0.0, /, 7, -4, /, 2, 8, 2
- O=C(NC(=S)NNS(=O)(=O)c1ccccc1)c1ccc([N+](=O)[O-])cc1
→ 1535, -1.1, -1, 0.1, -8, 12, 3, 0.065, 0, -10, -2
- CCC(=O)c1ccccc1OCCSc1nc(C)cc(=O)[nH]1
→ 1588, 0.7, 2, -0.5, 10, 15, -7, /, 2, 1, -5
- Cc1cc(C)cc(OC(=O)N2CCOCC2)c1
→ 1717, 0.4, 5, 1.0, -8, 9, -9, 0.35, 6, -1, -2
- COc1ccc(NC(=O)N(Cc2cc3ccc(OC)cc3[nH]c2=O)CC2CCCO2)cc1 (centres undefined)
→ 1514, 0.9, -3, -0.8, -5, -30, 4, 0.76, 2, -5, 17*
- CCOc1ccccc1NC(=O)C(Sc1ccccc1)c1ccccc1 (centres undefined)
→ 1586, 8.2, 17, 1.1, /, /, -5, /, 10, 1, -3
- N#C/C(C(=O)Oc1ccccc1)=C1/Nc2ccccc2-c2ccccc21
→ 1686, 1.6, 8, -0.6, /, 10, 23, /, 3, 8, 1
- Cc1ccc(/C=C2/SC(=S)N(CCCC(=O)Nc3ccc(O)cc3)C2=O)cc1
→ 1454, 4.6, 1, 0.3, -16, -14, 16, -0.79, 7, -5, -1
- CCOC(=O)C1CCN(C(=O)C2CCCCC2)CC1
→ 1538, 2.3, -5, 0.0, /, 9, -4, /, 5, 7, 0
- CCN1C(=O)CC(C(=O)Nc2ccc(F)cc2)SC1=Nc1cccc(OC)c1 (centres undefined)
→ 1568, 2.1, 12, -2.5, -3, 4, 18, -1.6, 2, 11, -1
- Cn1c(-c2ccccc2)c(C(=O)CC#N)c2ccccc21
→ 1652, 0.8, -3, -1.9, 5, -4, 8, 0.32, -2, 5, 1
- CN1CCN(c2cc(=O)n(C3CCCCC3)c(=O)[nH]2)CC1
→ 1426, 0.6, 0, -1.0, -8, 5, -2, /, -2, 3, 3
- Nc1c(-c2ccccc2)c(CSc2nc3ccccc3[nH]2)nn1-c1ccc(Cl)cc1
→ 1623, 0.1, 2, -0.1, 7, -3, 97*, -0.63, 8, 5, 3
- Cc1ccc(SCc2cc(=O)n3[nH]cnc3n2)cc1
→ 1213, 0.5, -9, 2.4, 14, -7, -12, 1.7, -5, -14, 1
- CC(=O)c1cccc(NC(=O)Nc2ccc3c(c2)N(C)C(=O)CS3)c1
→ 1528, 8.5*, 9, 0.8, /, 11, 7, -0.7, 0, 2, 1
- CCOc1ccc(NS(=O)(=O)c2ccc3[nH]c(=O)cc(C(=O)O)c3c2)cc1
→ 1598, 2.6, 1, -0.5, -5, 7, -3, -0.52, 0, 3, 0
- COc1ccc(N2CCC(CNC(=O)Nc3ccccc3)C2)cc1 (centres undefined)
→ 1624, 2.6, 8, 0.0, /, 14, 18, -1, 6, 24*, -4
- O=C(CNC(=O)c1ccco1)NCC(=O)OCc1ccccc1Br
→ 1377, 0.8, -2, 3.3, -26, 9, -6, /, -4, 0, -2
- COc1ccc(CCN2C(=O)C(Oc3ccccc3C)C2c2ccc3c(c2)OCO3)cc1OC (centres undefined)
→ 1432, 7.0, 0, 3.2, /, -10, 4, /, -5, 2, 0
- Cc1cc(Oc2ccc(-c3ccccc3)cc2)n2ncnc2n1
→ 1830, -0.8, 3, -0.2, -8, 5, 5, -0.17, 2, -7, -2
- COC(=O)c1cc(NC(=O)/C=C/c2ccc3c(c2)OCO3)cc(C(=O)OC)c1
→ 1591, 1.1, 2, 1.5, /, 5, 8, -0.005, 1, 4, -8
- O=C1c2cccc3cccc(c23)C(=O)N1OS(=O)(=O)c1ccccc1
→ 1701, 2.5, 6, 1.1, /, 6, -3, /, 6, 13, 0
- CCOC(=O)c1cc2c(s1)-c1c(C)cccc1OC2
→ 1630, 0.0, 3, -1.0, /, 12, -7, /, 1, 3, -1
- COc1cccc(C(=O)/C=C/Nc2ccc(S(=O)(=O)Nc3cccc(C(C)=O)c3)cc2)c1
→ 1941, 5.4, 11, -4.8, /, 0, 82*, /, 2, 14, -8

High-throughput results deposited in PubChem BioAssay by several laboratories.
